PAD4 FP inh: human PAD4 inhibitors, primary screen, biochemical, fluorescence polarization, 1536-well format. Protein-arginine deiminase type-4 (Homo sapiens), Q9UM07. recombinant PAD4, RCA probe fluorescence polarization. inhibition, % at 6.36 µM. actives 0.41% (n = 330,000);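 active = percent inhibition above a cutoff equal to the mean of all tested compounds plus 3 SD, cut at about 15% in these data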;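 note: 0% = PAD4 with RCA probe and DMSO and 100% = probe without PAD4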
Bcl-xL primary: inhibitors of human Bcl-xL, primary screen, biochemical, fluorescence polarization, HTS; Bcl-2-like protein 1 (Homo sapiens), Q07817; GST-Bcl-xL / FITC-Bim BH3 peptide fluorescence polarization; inhibition, % at 10.9 µM; actives 0.7% (n = 320,000);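 active = inhibition above the mean of all tested compounds plus 3 SD, cutoff set per campaign, cut at about 30% in these data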;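 note: 0% = DMSO wells and 100% = unlabeled Bim-BH3 peptide competitor; inhibitors lower millipolarization by displacing the labeled peptide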
Target sequence (Q07817 whole entry, looked up): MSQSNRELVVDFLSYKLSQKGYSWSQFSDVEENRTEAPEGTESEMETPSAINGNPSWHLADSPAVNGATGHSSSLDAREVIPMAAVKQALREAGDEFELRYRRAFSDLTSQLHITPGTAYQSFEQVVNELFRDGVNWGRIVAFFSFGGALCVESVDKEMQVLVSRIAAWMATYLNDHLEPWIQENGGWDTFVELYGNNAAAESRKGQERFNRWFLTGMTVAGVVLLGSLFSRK
TPT1 inh: Candida albicans TPT1 enzyme inhibitors, primary screen, biochemical, fluorescence polarization. tRNA 2'-phosphotransferase TPT1 (Candida albicans SC5314). inhibition, % at 5 µM. AID 1962, 2009. actives 0.81% (n = 300,000). recombinant caTPT1, FP RNA substrate dephosphorylation;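 active = inhibition above the mean of all tested compounds plus 3 SD, set per screening campaign, cut at about 24% in these data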;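 note: plate controls were DMSO alone for no effect and ferristatin control at 100 nM for full effect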
Fam108B counter: mouse Fam108B serine hydrolase inhibitors, primary screen, counter-screen for RBBP9 inhibitor project, biochemical, fluorescence polarization | recombinant Fam108B, FP-Rh probe fluorescence polarization | inhibition, % at 9.51 µM | actives 0.33% (n = 300,000);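 active = inhibition above the screen mean inhibition plus 3 SD, computed separately per campaign, cut at about 18% in these data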;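 note: inhibitors lower polarization as less probe binds the enzyme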
GLD-1 RNA inh: GLD-1/TGE RNA complex disruptors, primary screen, biochemical, fluorescence polarization; purified GLD-1 + fluorescein TGE RNA; inhibition, % at 5.96 µM; actives 0.44% (n = 320,000); AID 2280, 2010;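 active = percent inhibition above a per-plate cutoff, the plate mean of test compounds plus 3 SD, cut at about 30% in these data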;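 note: 0% = DMSO wells with GLD-1 and probe and 100% = wells lacking GLD-1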
GSTO1 counter: inhibitors of recombinant GSTO1, primary screen, counter-screen for RBBP9 inhibitor project, biochemical, fluorescence polarization. activity-based probe fluorescence polarization. inhibition, % at 5.96 µM. actives 1.1% (n = 300,000);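 active = inhibition above the campaign mean inhibition plus 3 SD, cut at about 35% in these data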;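 note: 0% = GSTO1-1 with DMSO and 100% = wells lacking GSTO1-1 enzyme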
Target sequence (P78417 whole entry, looked up): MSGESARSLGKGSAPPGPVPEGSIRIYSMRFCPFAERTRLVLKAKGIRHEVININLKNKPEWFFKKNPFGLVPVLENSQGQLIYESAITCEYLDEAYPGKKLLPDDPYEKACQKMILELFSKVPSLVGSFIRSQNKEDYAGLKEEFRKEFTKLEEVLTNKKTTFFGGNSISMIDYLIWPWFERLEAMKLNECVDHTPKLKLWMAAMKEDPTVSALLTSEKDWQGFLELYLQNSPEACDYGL
MCL1 BIM primary: inhibitors of MCL1 binding to BIM-BH3, primary screen, biochemical, fluorescence polarization | AID 2057, 2009 | GST-MCL1 / FITC-Bim-BH3 fluorescence polarization | actives 0.68% (n = 320,000) | inhibition, % at 10.9 µM | Induced myeloid leukemia cell differentiation protein Mcl-1 (Homo sapiens), Q07820;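 active = inhibition above the mean inhibition of all tested compounds plus 3 SD, set per campaign, cut at about 40% in these data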;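 note: 0% = DMSO wells and 100% = unlabeled Bim-BH3 peptide control; higher means more loss of mP so more displacement of Bim peptide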
MEX-5 binding: MEX-5 zinc finger RNA-binding disruptors – biochemical, C. elegans, fluorescence polarization, MLPCN library, primary screen | actives 0.38% (n = 300,000) | MEX-5/FITC-TCR2 RNA binding; stronger effect = lower value | activity score (negative = inhibition of binding), % at 10 µM | Zinc finger protein mex-5 (Caenorhabditis elegans), Q9XUB2;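 active = inhibition past about -25% in most replicates, and total fluorescence under double the plate's negative control median, limit read from the data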;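 note: 0% = DMSO and -100% = 5 µM competing unlabeled TCR2 RNA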
Target sequence (Q9XUB2 whole entry, looked up): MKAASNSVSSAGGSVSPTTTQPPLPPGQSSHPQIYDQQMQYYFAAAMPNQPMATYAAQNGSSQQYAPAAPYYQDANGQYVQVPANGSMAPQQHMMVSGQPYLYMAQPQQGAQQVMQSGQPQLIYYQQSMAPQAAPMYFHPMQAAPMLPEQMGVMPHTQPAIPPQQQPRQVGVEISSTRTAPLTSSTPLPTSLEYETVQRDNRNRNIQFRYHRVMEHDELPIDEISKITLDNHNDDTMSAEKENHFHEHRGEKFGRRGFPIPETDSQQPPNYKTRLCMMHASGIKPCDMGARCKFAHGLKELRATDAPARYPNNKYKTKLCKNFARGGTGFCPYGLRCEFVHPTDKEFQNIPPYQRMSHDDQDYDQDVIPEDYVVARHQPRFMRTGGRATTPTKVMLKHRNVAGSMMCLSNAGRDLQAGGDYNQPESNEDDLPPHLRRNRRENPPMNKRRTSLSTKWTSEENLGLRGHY
PME-1 primary: PME-1 inhibitors via competitive probe labeling, primary screen, biochemical, fluorescence polarization, FP-Rh probe, HTS; Protein phosphatase methylesterase 1 (Homo sapiens), Q9Y570; recombinant PME-1; inhibition, % at 5.9 µM; actives 0.53% (n = 320,000); AID 2130, 2009;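 active = inhibition above the campaign mean of all compounds plus 3 SD, cut at about 26% in these data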;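 note: competitive labeling of PME-1 active site by serine hydrolase directed probe; 0% = PME-1 with DMSO and 100% = wells lacking PME-1 enzyme; inhibitors block probe labeling so polarization falls and inhibition rises; many of its hits are not listed in these tables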
An asterisk follows results filed as active; nt = no result given.

SMILES	PAD4 FP inh	Bcl-xL primary	TPT1 inh	Fam108B counter	GLD-1 RNA inh	GSTO1 counter	MCL1 BIM primary	MEX-5 binding	PME-1 primary
Cc1nc2ccc(Br)cc2c(=O)n1Cc1cccs1	-4.7	4.1	-3.8	0.7	-2.6	-8.4	2.5	3.0	-7.2
CCOC(=O)C1CCN(C(=O)c2cccc(N3C(=O)NC4CC3(C)Oc3ccc(C)cc34)c2)CC1 (configuration not stated)	-1.1	-0.1	-0.6	-0.3	-2.8	-3.6	-5.8	nt	3.8
Cc1c(Br)ccc(NC(=O)c2ccccc2[N+](=O)[O-])c1C	-1.6	-0.1	-0.9	-1.0	-0.1	0.9	-2.5	2.4	3.0
CCCc1cc(=O)[nH]c2nnc(SCC(=O)Nc3nccs3)n12	-1.3	4.0	3.5	-1.6	11.4	3.8	4.8	0.2	-3.4
O=C(Cn1cc2c(n1)CCCCC2)Nc1ccccc1Cl	-3.3	1.3	-0.4	3.1	5.4	4.4	1.8	1.0	-1.7
COc1ccc(C(=O)C2CCCN(Cc3ccc4c(c3)OCCO4)C2)cc1F (configuration not stated)	-1.1	-3.6	-1.4	0.7	-3.9	-4.1	-3.6	3.0	0.3
O=C(Nc1ccc(Br)cc1)c1cccc(N2C(=O)C3C4C=CC(C4)C3C2=O)c1 (configuration not stated)	-4.8	2.0	-2.6	-6.3	0.3	3.0	-1.4	-0.9	2.3
CCP(=O)(c1ccccc1)C(C)(C)O (configuration not stated)	0.8	1.8	1.7	4.8	6.0	6.8	7.5	0.1	-3.6
CN1CCN(c2ccccc2NC(=O)c2ccc(-c3ccc(Cl)c(Cl)c3)o2)CC1	0.7	1.9	-4.3	-13.6	3.7	-0.3	0.8	0.4	-2.1
CC(C)c1ccc2oc(=O)cc(CN3CCN(Cc4ccccc4)CC3)c2c1	-2.9	2.7	3.9	0.9	-0.2	-8.9	-0.1	2.0	-11.0
O=C(Nc1cccc2ncccc12)c1cc(Br)ccc1Cl	4.7	2.5	-4.0	-2.6	2.0	1.9	-10.1	-1.5	-4.3
Cc1ccc(-c2ccc(/C=C3\SC(N4CCOCC4)=NC3=O)o2)cc1	-6.0	-16.5	47.5*	7.6	-148.7	-6.6	-30.5	-8.8	4.6
CC(=O)Oc1ccc(-c2csc(Nc3ccc(Cl)cn3)n2)cc1	0.9	4.9	-4.7	-0.8	4.6	-0.2	3.5	0.2	8.7
Cc1ccc(S(=O)(=O)N2CCN(C(=O)c3cc4c(s3)CCCC4)CC2)c(C)c1	-1.4	4.2	nt	nt	-5.8	nt	2.9	nt	3.1
COc1ccccc1-n1c(CCn2nc(C)c(Br)c2C)n[nH]c1=S	0.6	3.0	-1.3	0.8	2.9	0.3	-4.9	-1.3	2.9
CCOc1ccc(S(=O)(=O)N/N=C2/CC(c3ccccc3)Oc3ccccc32)cc1 (configuration not stated)	3.3	3.5	-0.4	1.6	3.3	-2.6	-0.8	1.4	-1.5
CC(C)CC1NC(=O)N(Cc2nc3ccccc3s2)C1=O (configuration not stated)	-6.4	-1.4	11.3	-4.5	-1.6	11.8	-0.1	-0.3	-9.0
O=C(CN1c2ccccc2Sc2ccccc21)N/N=C/c1ccc(Cl)cc1	2.1	-0.8	1.3	3.2	12.4	4.3	1.8	3.1	6.1
CC(=O)N(C)C1=C(N2CCOCC2)C(=O)c2ccccc2C1=O	-18.4	5.3	-2.7	-0.9	4.2	59.3*	3.0	-2.9	-0.1
COc1cc2[nH]c(-c3cccc(F)c3)cc(=O)c2cc1OC	-2.9	7.0	-4.1	-4.6	5.2	3.2	9.2	-2.2	-3.6
COc1ccc(/C(C)=N/OCC(=O)N=Nc2c(O)[nH]c3ccc(Br)cc23)cc1	3.1	8.3	-2.4	4.1	3.0	2.8	4.2	2.0	-1.0
COC(=O)C1(Cc2ccccc2)NC(c2ccccc2C)C2C(=O)N(c3ccc4c(c3)OCO4)C(=O)C21 (configuration not stated)	2.5	-3.8	-0.6	-5.8	3.9	-2.4	-0.3	-0.3	-4.2
O=C(NNC(=O)C1CCN(c2ncccn2)CC1)c1ccc(Cl)cc1	0.5	4.0	1.9	-2.6	2.2	-6.5	3.1	0.0	-0.9
O=C(N/C(=C/c1ccc(Cl)cc1)C(=O)N1CCCCC1)c1ccco1	1.4	3.5	-2.2	0.8	-4.5	5.6	9.5	-0.6	6.6
O=C(O)C1CN(c2ncccc2[N+](=O)[O-])C1	-0.6	1.5	-8.7	-2.6	8.9	4.9	-2.3	0.3	2.7
Oc1cccc(NC(=S)Nc2ccccc2)c1	-0.3	4.6	3.0	-3.5	1.0	1.2	3.5	-1.1	-6.9
CCN(CC)c1c([N+](=O)[O-])c(=O)n(CC)c2ccccc12	-3.7	-1.2	0.6	-1.7	-4.0	2.5	-3.4	0.8	-0.9
CCCc1nnc(NC(=O)c2ccc(N3C(=O)C4C5C=CC(C5)C4C3=O)cc2)s1 (configuration not stated)	-0.3	-1.4	0.3	-1.1	-2.1	7.4	6.4	-0.5	-3.2
COc1ccc(NC(=O)N2CCCC2C(=O)NCc2cccs2)cc1 (configuration not stated)	-2.4	1.2	1.1	1.6	-4.4	3.1	0.6	-1.4	3.1
CC(=O)c1ccccc1NC(=O)COC(=O)C1CCCN1S(=O)(=O)c1ccccc1F (configuration not stated)	-0.5	0.0	nt	nt	4.4	nt	1.3	nt	-3.8
Cc1cccc2sc(NC(=O)CCNS(=O)(=O)c3cccc4nonc34)nc12	3.8	3.1	1.1	-0.7	2.3	1.3	-1.3	nt	2.6
CCc1ccc(NC(=O)N(CCCN2CCOCC2)Cc2cccs2)cc1	1.5	3.8	-1.9	1.9	7.3	4.6	8.3	1.2	-4.0
Cc1c(C(=O)Nc2cccc(Cl)c2)cn2c(nc3ccccc32)c1C#N	-8.5	2.6	0.1	-9.8	5.4	-4.9	0.9	-0.7	-5.3
Cn1c(SCc2cccc(Br)c2)nc2c1c(=O)[nH]c(=O)n2C	-1.6	3.5	-3.3	-1.6	10.1	-8.9	-1.0	2.1	-1.3
Cc1ccc2c(c1)c1c3n2CCN(CCC(=O)O)C3CCC1 (configuration not stated)	-0.6	13.9	-2.5	-2.5	4.8	9.8	15.9	-1.1	0.9
O=C(Nc1ccon1)c1ccc(Br)s1	-6.2	1.0	1.0	-1.4	-3.4	-0.8	-0.6	-0.8	-3.7
CN1CCN(NC(=O)c2ccc(F)cc2)CC1	1.5	0.3	-0.4	15.1	-1.6	-8.2	-2.6	2.1	1.0
COCCN(Cc1cc2c(C)cc(C)cc2nc1Cl)C(=O)c1ccccc1F	-2.2	3.8	-0.6	-2.0	-3.0	12.4	-3.2	0.6	-0.4
O=c1c(-c2ccccc2)c(O)cc(-c2ccncc2)n1-c1ccc(Cl)cc1	-4.8	-0.5	-1.4	-3.2	-1.6	-9.8	-0.4	-0.3	-3.4
Oc1ccccc1C1=Nc2ncnn2C(c2ccc(F)cc2)C1 (configuration not stated)	4.2	9.3	-1.7	2.6	9.6	6.8	-0.2	-2.1	-0.4
Cc1ccc(C(=O)NN2CCOCC2)cc1[N+](=O)[O-]	2.9	6.6	0.8	0.8	-0.6	-2.3	-0.2	-1.4	5.2
O=C(OCCCN=C1NS(=O)(=O)c2ccccc21)c1ccccc1F	-3.0	-0.6	2.9	-5.3	7.6	-2.1	0.0	-1.6	-4.0
Cc1cc2cccc(C)c2nc1SCC(=O)NCC1CCCO1 (configuration not stated)	3.0	3.8	-7.2	-3.8	-1.9	-2.4	7.0	-1.7	2.6
Cc1nnc(SCC(=O)c2ccc([N+](=O)[O-])cc2)s1	-0.6	-14.1	0.0	11.2	2.0	23.4	1.1	-0.8	0.3
CN(CCc1ccccn1)C(=O)CCC1CCCN(C(=O)CN2CCCCCC2)C1 (configuration not stated)	-2.5	6.1	-0.5	3.4	10.2	11.6	7.4	-4.6	2.3
CC1SC(c2cccc(Cl)c2)NC1=O (configuration not stated)	-6.4	3.8	-1.7	-2.1	3.3	-0.1	9.3	1.9	2.8
CC(=O)N[C@@H](CC(=O)O)C(=O)O	7.0	-0.1	-4.1	-1.6	-1.6	6.0	6.7	nt	5.1
CSc1ccc(CN(C)CC(=O)Nc2ccccc2C(=O)NC2CC2)cc1	1.9	-3.5	nt	nt	5.9	nt	-2.0	nt	-0.7
Cc1ccc(S(=O)(=O)NCC2CCC(C(=O)NCc3ccccn3)CC2)cc1 (configuration not stated)	0.0	-3.0	5.5	-1.6	0.5	-1.7	3.3	0.5	0.2
COc1ccc2cc(S(=O)(=O)N3CCCC3)ccc2c1	-1.4	0.6	-2.2	0.1	10.3	5.5	2.7	-0.6	3.0
Cc1ccc(Nc2nc(N)nc(CSC(=S)N3CCN(c4ccccc4)CC3)n2)cc1	0.4	4.1	0.8	-3.5	5.6	0.3	12.5	-5.0	-1.4
Cc1ccc(C(=O)NCCOc2ccc(Cl)cc2)cc1	0.2	0.3	1.3	-2.6	5.5	4.5	4.7	-0.3	-4.0
CCCCC(=O)NCCc1cc2c(OC)ccc(OC)c2[nH]c1=O	-7.4	-1.7	9.6	0.3	-1.2	-1.2	-2.5	nt	1.7
NS(=O)(=O)c1ccc(CCNC(=O)c2ccc(NS(=O)(=O)c3ccc4[nH]c(=O)[nH]c4c3)cc2)cc1	-6.0	4.8	-0.8	2.7	7.7	-19.7	2.5	-0.4	-5.8
COCCNc1nc(-c2cc3ccccc3o2)cs1	-8.5	0.8	-0.7	-3.1	-1.8	4.1	7.4	0.2	2.4
O=C(Cn1nc(Cl)nc1Cl)c1ccccc1	-0.4	5.6	0.9	3.9	3.3	11.8	5.3	-1.4	-1.0
COc1cc(NC(=S)Nc2ccccn2)cc(OC)c1	0.2	6.5	0.6	2.4	5.5	3.4	7.8	-0.6	2.8
NS(=O)(=O)c1cc2c(cc1Cl)NC(CC1CCCC1)NS2(=O)=O (configuration not stated)	1.4	5.9	-3.6	2.0	1.8	-1.6	-1.1	1.0	7.1
CN(C)c1ccc(N=Nc2ccccc2C(=O)OCC(=O)N2CCCCCC2)cc1	2.0	-0.6	-2.1	2.6	0.7	5.6	1.8	1.0	4.2
COc1ccc(NC(=O)c2cc(-c3ccc(C)cc3O)n[nH]2)c(OC)c1	-2.1	-0.2	-1.3	-3.8	7.7	-5.8	-4.5	0.4	5.4
Fc1ccccc1Cn1c2[n+](c3ccc(C(F)(F)F)cc31)CCCCC2	-4.3	-10.5	2.6	-2.1	6.8	-8.2	-18.7	1.4	-3.7

Bioassay records from PubChem BioAssay.

The list is partial (hit frequency here may not be typical).
